LMNA splice mod: qHTS Assay for Modulators of Lamin A Splicing. HeLa LMNA splicing GFP/RFP minigene ratio, 48 h. Potency, µM (top dose mostly 46.1 µM), without a hit: top-dose ratio change, negative = inhibition, hits mostly inhibitors. hit rate 0.01% among 200,000. AID 1487, 2009; active = well fitted inhibition curve with a large enough effect in the signal ratio, with a control signal flat, not every such curve was filed as active; inconclusive = small, poorly fitted or top-dose-only effect, or effect the other way, or a change in a side signal; the % refers to the signal ratio; note: potency is the fitted concentration of half-maximal effect; % is set by controls: 0 for no effect and ±100 for the full control effect
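S3 HeLa cells stably expressing lamin A-EGFP splicing minigene plus DsRed2, 600 cells/well, 48 h compound exposure at 37C. Laser-scanning cytometry; analysed as GFP (500-530 nm)/RFP (575-640 nm) total intensity ratio; 0.5% DMSO vehicle.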
HTT ATP protect: qHTS Multiplex Assay to Identify Dual Action Probes in a Cell Model of Huntington: Cytoprotection (ATP) | PC12 HTT-Q103 induced, cytoprotection, ATP luminescence, 40 h | AID 1471, 2008 | hit rate 0.14% among 230,000 | Potency, µM (titrated, usually from 56.4 µM), inactives show cytoprotection (ATP increase), usual class: activators;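 note: potency is the fitted concentration of half-maximal effect; % of control where 0% means no effect; nearly all actives have a fitted effect of over 45% in size; toxic huntingtin expression switched on by the ecdysone agonist tebufenozide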
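ATP quantification (ATPlite) reports survival of PC12 cells in which tebufenozide, 100 nM final, switches on Htt exon 1 with 103 glutamines linked to GFP; compounds are titrated.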
GAA spleen mod: qHTS Assay for Inhibitors and Activators of Human alpha-Glucosidase From Spleen Homogenate | human spleen homogenate, 4-MU-alpha-glucoside fluorescence | Potency, µM (titrated, usually from 79.9 µM), without a hit: top-dose activity change, negative = inhibition, usual class: inhibitors | hit rate 0.006% among 240,000 | AID 2112, 2009;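 note: potency is the fitted concentration of half-maximal effect; 0% = enzyme with vehicle and -100% = no enzyme basal signal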
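Compounds were titrated against alpha-glucosidase in spleen homogenate at pH 5.0, with 1 mM 4-methylumbelliferyl substrate for 40 min at 37 C. Reactions were quenched with pH 10 NaOH/glycine and fluorescence measured.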
CBFb RUNX1 block: qHTS Assay for Compounds Blocking the Interaction Between CBF-beta and RUNX1 for the Treatment of Acute Myeloid Leukemia; Runt-related transcription factor 1 (Homo sapiens) + Core-binding factor subunit beta …; AlphaScreen CBFb-His/RUNX1-biotin binding, biochemical; Potency, µM (highest dose often 59.8 µM), without a hit: at the top dose activity, negative = inhibition, usual class: inhibitors; 230,000 tested, under 10 active; note: % of control where 0% means no effect
Target sequence (Q01196 whole entry, looked up): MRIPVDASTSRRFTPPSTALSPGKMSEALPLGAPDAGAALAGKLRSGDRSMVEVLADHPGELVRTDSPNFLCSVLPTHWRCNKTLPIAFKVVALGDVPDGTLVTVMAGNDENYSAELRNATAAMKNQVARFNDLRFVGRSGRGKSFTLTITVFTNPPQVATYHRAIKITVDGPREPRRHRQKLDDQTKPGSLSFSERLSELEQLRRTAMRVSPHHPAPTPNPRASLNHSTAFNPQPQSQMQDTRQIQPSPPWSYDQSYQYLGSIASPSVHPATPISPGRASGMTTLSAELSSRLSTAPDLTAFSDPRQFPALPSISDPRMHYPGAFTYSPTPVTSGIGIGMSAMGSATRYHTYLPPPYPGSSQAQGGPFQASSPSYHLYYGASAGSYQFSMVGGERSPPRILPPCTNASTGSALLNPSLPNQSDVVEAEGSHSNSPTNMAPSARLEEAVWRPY
Target sequence (Q13951 whole entry, looked up): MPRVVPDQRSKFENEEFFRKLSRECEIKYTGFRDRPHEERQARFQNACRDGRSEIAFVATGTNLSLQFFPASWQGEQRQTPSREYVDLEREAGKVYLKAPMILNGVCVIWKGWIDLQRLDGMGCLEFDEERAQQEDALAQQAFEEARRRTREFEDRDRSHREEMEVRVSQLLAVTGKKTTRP
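Compounds were screened at multiple concentrations against a preformed CBF-beta(His)/RUNX1(biotin) complex (30 nM of each) for 15 min at room temperature, followed by 90 min with nickel and streptavidin beads and AlphaScreen reading.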
GAA glycogen: qHTS Assay for Inhibitors and Activators of Human alpha-Glucosidase Cleavage of Glycogen | hit rate 0.38% among 300,000 | Potency, µM (series often up to 76.4 µM), for inactives: at the highest dose activity change, negative = inhibition, actives largely listed as inhibitors | Lysosomal alpha-glucosidase (Homo sapiens), P10253 | recombinant GAA, glycogen substrate, Amplex Red glucose oxidase fluorescence;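 note: potency is the fitted concentration of half-maximal effect; 0% = full enzyme reaction and -100% = no-enzyme basal signal; the screen sought inhibitors and activators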
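Natural-substrate format: glycogen cleavage by 4 nM human enzyme, glucose read by Amplex Red coupling (Ex 573, Em 610 nm). Normalized to enzyme and no-enzyme controls.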
GAA inh: qHTS Assay for Inhibitors of Human alpha-Glucosidase as a Potential Chaperone Treatment of Pompe Disease. Lysosomal alpha-glucosidase (Homo sapiens), P10253. AID 1466, 2008. Potency, µM (titrated, usually from 76.9 µM), for the others: at the highest dose activity change, negative = inhibition, actives largely listed as inhibitors. hit rate 0.005% among 200,000. purified human GAA, 4-MU-alpha-glucoside fluorescence;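 note: potency is the fitted concentration of half-maximal effect; plate controls were uninhibited enzyme wells for no effect and no-enzyme background for full effect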
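Human alpha-glucosidase, 4 nM, pre-mixed with test compounds before 400 uM 4-methylumbelliferyl substrate; 20 min room temperature at pH 5.0. Fluorescence read after pH 10 stop; AC50 values from Hill-equation fits.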
HttQ103 aggreg: qHTS Multiplex Assay to Identify Dual Action Probes in a Cell Model of Huntington: Aggregate Formation (GFP); PC12 HttQ103-GFP aggregates, Acumen cytometry, 40 h; Potency, µM (highest dose often 46.1 µM), for inactives: at the highest dose activity change, negative = inhibition, hits mostly inhibitors; hit rate 1.1% among 220,000; AID 1688, 2009; note: potency is the fitted concentration of half-maximal effect; % is set by controls: 0 for no effect and ±100 for the full control effect; nearly all actives have a fitted effect of over 60% in size
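Steps: seed 1500 PC12 HTTQ103-GFP cells/well; add tebufenozide, 100 nM final; add compound titration; add ATPLite reagent; quantify GFP aggregates by laser scanning cytometry.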
Starred values were filed as active, the others as inactive; ? = inconclusive; . = no result given; [ ] = another dose, or the depositor's remark. Unless noted, calls come from the whole dose curve; as a rule, active = well fitted curve in the direction sought with a large enough effect; inconclusive = small, poorly fitted or top-dose-only effect, or another doubt; inactive = no such curve, though single readings can be large; an effect the other way counts as inactive or inconclusive.

Molecule | LMNA splice mod | HTT ATP protect | GAA spleen mod | CBFb RUNX1 block | GAA glycogen | GAA inh | HttQ103 aggreg
Cn1c(=O)c2c(nc(N3CCOCC3)n2CCSc2ncccn2)n(C)c1=O | -2% | 17%[10 µM] | -5% | 7% | -13% | 4% | 4%
O=C(N/N=C/C(Cl)=C/c1ccc([N+](=O)[O-])cc1)C(=O)Nc1cccc(C(=O)O)c1 | . | -9%[10 µM] | -1% | -4% | 7% | -2%[15.4 µM] | 1%[9.22 µM]
Cc1cc(C)nc(N2CCC(C(=O)Nc3ccc4c(c3)CCC4)CC2)n1 | -7% | 11%[10 µM] | -8% | 12% | -4% | 4% | -7%
CSC1=NCCN1S(=O)(=O)c1ccc(F)cc1 | . | 21% | -6% | -1% | 2% | 4% | -2%
N#C/C(=C\c1c(Cl)cccc1Cl)c1nc2ccccc2[nH]1 | . | 6%[10 µM] | 6% | 12% | -5% | -20% | -3%[9.22 µM]
CC1CCCCC1NC(=O)CN1C(=O)NC(C)(c2ccc(OC(F)F)cc2)C1=O (stereo not drawn) | -1% | -7% | 3% | 10% | -7% | 0% | -3%
Cc1ccc(Nc2nc(CSc3nnc(-c4cccnc4)n3-c3ccccc3F)cs2)cc1 | ? | 0%[10 µM] | 1% | -17% | ? | -1% | -14%
Cc1cccc(NC(=O)CSc2nc3[nH]ncc3c(=O)n2-c2ccccc2)c1 | 3% | . | 0% | -5% | 5% | -8% | -2%
COc1ccc(/C=N/N=C2/NC(=O)C(CC(=O)O)S2)cc1OCc1ccc(Cl)cc1Cl (stereo not drawn) | -13% | 2%[10 µM] | -5% | -7% | -15% | 0% | -3%
COc1ccc2c(C)nc(N/C(N)=N/S(=O)(=O)c3ccc(C)cc3)nc2c1 | . | -75%[inhibitor] | 2% | 0% | 5% | -7% | 5%
O=C(NCc1n[nH]c(=S)n1-c1ccccc1)c1ccc(S(=O)(=O)N2CCOCC2)cc1 | 6% | 13% | 0% | 3% | 2% | ? | 5%
CCOC(=O)CNC(=O)Cn1cnc2c(nnn2-c2ccc(C)cc2)c1=O | -4% | 2% | -4% | 0% | 5% | 3% | 11%

The results go on:
Molecule | LMNA splice mod | HTT ATP protect | GAA spleen mod | CBFb RUNX1 block | GAA glycogen | GAA inh | HttQ103 aggreg
Cc1ccc(NC(=S)N(N)CCO)cc1 | -10%[46 µM] | -17% | 4% | 27% | 3% | 0% | 14%
CS(=O)(=O)N(Cc1ccccc1)c1ccccc1C(=O)O | -9% | 13% | -4% | 0% | 2% | 3% | -9%
O=C(Cc1csc(N2CCOCC2)n1)N/N=C/c1cccc(O)c1 | -12% | 0% | -3% | -2% | -7% | 1% | -30%
Cc1cc(C(=O)Nc2c(C)nn(Cc3ccc(Cl)cc3)c2C)no1 | 26%[46 µM] | 7% | 2% | 0% | -1% | -3% | -6%
O=C1CSC(=S)N1/N=C/c1ccc(O)c(O)c1O | . | 8%[10 µM] | -9% | . | ? | . | -16%[9.22 µM]
COc1cc(C2NC(=O)NC(C)=C2C(=O)OCc2ccccc2)ccc1O (stereo not drawn) | 1% | -18% | 1% | 10% | ? | 8% | 14%
O=S(=O)(NCCN1CCOCC1)c1ccc(Cl)s1 | 0%[46 µM] | -17% | 1% | -10% | 8% | 3% | 2%
Nc1ccc2c(c1)C(=O)N(CCCCCC(=O)O)C2 | 9% | 29%[1.9 µM] | -9% | 2% | 4% | 2% | 2%
COc1ccc(-c2cnnc(N/N=C/c3ccc(O)c(OC)c3)n2)cc1 | ? | -40%[10 µM] | -17% | -13% | ? | ? | 21%
CN1CCN(c2ncc3nc(-c4ccc(F)cc4)c(=O)n(C4CC4)c3n2)CC1 | 1% | -48%[inhibitor] | 8% | . | . | . | .
COc1c(C)cc(Br)cc1C(=O)NCc1cccnc1 | -12% | 5%[10 µM] | -4% | 9% | 5% | 10% | -6%
COc1cc(-c2nnc(CSc3nc4ccccc4s3)o2)cc(OC)c1OC | -17% | -25%[10 µM] | 1% | -8% | -2% | -5% | -8%

Carrying on.
Molecule | LMNA splice mod | HTT ATP protect | GAA spleen mod | CBFb RUNX1 block | GAA glycogen | GAA inh | HttQ103 aggreg
COc1ccc2c(c1)C(C)=CC(C)(C)N2C(=O)C(C)N1C(=O)c2ccccc2C1=O (stereo not drawn) | 4% | 1%[10 µM] | 5% | 2% | 0% | -7% | -12%
Nc1nc(SCc2nc3scc(-c4cccs4)c3c(=O)[nH]2)n[nH]1 | 22% | -19%[10 µM] | -4% | -1% | 1% | -1% | -15%
CCn1cc(C(=O)Nc2ccc3c(c2)OCCO3)c2cc(OC)c(OC)cc2c1=O | -11% | -31% | -2% | -6% | 7% | 6%[15.4 µM] | -15%
COc1ccc(OCC(O)CNC(=O)c2c(-c3ccccc3)noc2C)cc1 (stereo not drawn) | . | 21%[10 µM] | 6% | 3% | 1% | . | -11%[9.22 µM]
CCOC(=O)CN(Cc1sccc1C)C(=O)Nc1ccc(OCC)cc1 | 6% | 3%[10 µM] | 2% | 4% | -12% | -3% | -12%
Cc1noc(C)c1-c1cc(N(C)C)ncn1 | 3% | 0% | -1% | . | . | . | .
CC1CCc2nc(/C(C#N)=C/c3cccnc3)sc2C1 (stereo not drawn) | ? | -82%[inhibitor] | 0% | -1% | 12% | 0% | 12%
CCCNC(=O)C1=C(C)C(=O)OC12CCC(C)CC2 (stereo not drawn) | -9% | 8%[10 µM] | 4% | 7% | 1% | 5% | 10%
COc1ccccc1CN1CCNC(=O)C1CC(=O)NCc1cn(C)nc1C (stereo not drawn) | . | -27%[10 µM] | -4% | 18% | -2% | ? | 19%[9.22 µM]
CC1(C)CC(=O)c2cc(C(=O)NCc3ccco3)c(=O)n(-c3ccccc3)c2C1 | -1% | 9% | -2% | 12% | 3% | -4% | 11%
Cc1n[nH]c(C)c1C(=O)CC1(O)C(=O)N(Cc2ccccc2)c2ccc(Br)cc21 (stereo not drawn) | 6% | 12% | -7% | -6% | -5% | -8% | 13%
COc1ccc(C(=O)NCC(=O)Nc2ccc(F)cc2)cc1OC | -8% | 3% | -10% | -4% | -4% | -2% | -3%

Part of the list above in order of formula weight, smallest number first.
Molecule | LMNA splice mod | HTT ATP protect | GAA spleen mod | CBFb RUNX1 block | GAA glycogen | GAA inh | HttQ103 aggreg
Cc1noc(C)c1-c1cc(N(C)C)ncn1 | 3% | 0% | -1% | . | . | . | .
CCCNC(=O)C1=C(C)C(=O)OC12CCC(C)CC2 (stereo not drawn) | -9% | 8%[10 µM] | 4% | 7% | 1% | 5% | 10%
CC1CCc2nc(/C(C#N)=C/c3cccnc3)sc2C1 (stereo not drawn) | ? | -82%[inhibitor] | 0% | -1% | 12% | 0% | 12%
COc1ccc(C(=O)NCC(=O)Nc2ccc(F)cc2)cc1OC | -8% | 3% | -10% | -4% | -4% | -2% | -3%
COc1c(C)cc(Br)cc1C(=O)NCc1cccnc1 | -12% | 5%[10 µM] | -4% | 9% | 5% | 10% | -6%
Nc1nc(SCc2nc3scc(-c4cccs4)c3c(=O)[nH]2)n[nH]1 | 22% | -19%[10 µM] | -4% | -1% | 1% | -1% | -15%
CN1CCN(c2ncc3nc(-c4ccc(F)cc4)c(=O)n(C4CC4)c3n2)CC1 | 1% | -48%[inhibitor] | 8% | . | . | . | .
COc1ccc(OCC(O)CNC(=O)c2c(-c3ccccc3)noc2C)cc1 (stereo not drawn) | . | 21%[10 µM] | 6% | 3% | 1% | . | -11%[9.22 µM]
COc1ccc2c(c1)C(C)=CC(C)(C)N2C(=O)C(C)N1C(=O)c2ccccc2C1=O (stereo not drawn) | 4% | 1%[10 µM] | 5% | 2% | 0% | -7% | -12%
CCn1cc(C(=O)Nc2ccc3c(c2)OCCO3)c2cc(OC)c(OC)cc2c1=O | -11% | -31% | -2% | -6% | 7% | 6%[15.4 µM] | -15%
COc1cc(-c2nnc(CSc3nc4ccccc4s3)o2)cc(OC)c1OC | -17% | -25%[10 µM] | 1% | -8% | -2% | -5% | -8%
Cc1n[nH]c(C)c1C(=O)CC1(O)C(=O)N(Cc2ccccc2)c2ccc(Br)cc21 (stereo not drawn) | 6% | 12% | -7% | -6% | -5% | -8% | 13%

Later entries.
Molecule | LMNA splice mod | HTT ATP protect | GAA spleen mod | CBFb RUNX1 block | GAA glycogen | GAA inh | HttQ103 aggreg
Oc1c(C=Nc2ccccc2)sc(=S)n1Cc1ccccc1 | -6%[46 µM] | . | -4% | -4% | -8% | -3% | .
CC1(C)C(=O)OC(c2cccn2-c2ccc([N+](=O)[O-])cc2)C(C)(C)C1=O (stereo not drawn) | -2% | 18%[10 µM] | -9% | 2% | 15% | -1% | 5%
CSc1nc(C)cc(/C=C\c2ccccc2)c1C#N | 10% | -12%[10 µM] | 3% | 4% | 4% | -10% | 9%
CC(Sc1nnc(-c2cc3ccccc3o2)n1-c1ccccc1)C(=O)O (stereo not drawn) | -3% | 3%[0.074 µM] | -8% | 2% | 3% | 2% | -6%
Cc1c(Br)cc(C(=O)NCc2ccco2)c(C)c1C | 17% | -23% | -2% | 2% | 5% | -3% | 13%
Cc1cccc(CSCCNC(=S)Nc2ccccc2)c1 | ? | 4%[0.074 µM] | -3% | -6% | -5% | -3% | -12%
COc1ccc(Br)cc1-c1nc(C)c(C(C)=O)n1O | 6% | 5% | -8% | 5% | -6% | -11% | 1%
COc1cccc(CN2C[C@]34C=C[C@@H](C[C@@H]3S2(=O)=O)O4)c1 | . | -19%[10 µM] | -4% | 4% | 3% | . | 15%[9.22 µM]
COc1ccccc1N1CCN(C(=O)c2cc3c(-c4ccc(Cl)cc4)nn(C)c3s2)CC1 | -2% | 12% | -4% | -22% | 2% | -8% | ?
CCOC(=O)CCc1c(C)nc2ncnn2c1C | 14% | -10% | -3% | 0% | 13% | 2% | -20%
COCCNC(=O)C(c1ccco1)N(C(=O)Cn1nnc2ccccc21)c1ccc(C)cc1C (stereo not drawn) | 5% | -8%[10 µM] | -6% | 10% | 6% | -7% | -6%
CCN(CC)c1ccc2c(C)c(CO)c(=O)oc2c1 | . | -34%[inhibitor] | -5% | 23% | -3% | ? | -2%
N#Cc1cccc(-n2nnnc2-c2ccc3c(c2)OCO3)c1 | -1% | 2% | 6% | 3% | 3% | -2% | 3%
